Screening results deposited in PubChem BioAssay by Emory University Molecular Libraries Screening Center.
14-3-3g Raf: 14-3-3 gamma protein interaction modulation. P61981. FP, 14-3-3gamma / TMR-pS259-Raf peptide binding. inhibition, % at 40 µM. actives 0.19% (n = 160,000). AID 422; in the data active means inhibition above about 30%;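 further: 0% = protein plus tracer without compound and 100% = blank with tracer alone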
Target sequence (P61981 whole entry, looked up): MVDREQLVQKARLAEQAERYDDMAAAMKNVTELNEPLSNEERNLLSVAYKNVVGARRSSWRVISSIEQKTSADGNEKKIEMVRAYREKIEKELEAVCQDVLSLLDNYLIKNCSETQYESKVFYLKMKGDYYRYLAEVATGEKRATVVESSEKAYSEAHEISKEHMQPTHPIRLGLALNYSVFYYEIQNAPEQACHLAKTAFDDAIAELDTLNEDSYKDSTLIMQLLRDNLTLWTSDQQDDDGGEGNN
An asterisk follows results filed as active; & = joins results of further samples. Only part of the results is shown; the hit share may differ from the screen's.

SMILES	14-3-3g Raf
CC1=C(C(=O)OCc2ccc3c(c2)OCO3)C(c2cccc3ccccc23)NC(=O)N1 (centres undefined)	-2
COC(=O)C1=C(C)NC(C)=C(C(=O)O)C1c1cccc([N+](=O)[O-])c1 (centres undefined)	-60
Oc1ccc(C2Nc3cccc4cccc(c34)N2)cc1O	-10
CC(C)(C)n1nc2c(c1NC(=O)Cc1cccc3ccccc13)CS(=O)C2 (centres undefined)	-6
CCOc1ccc(C2C(=O)N(C3CCCCCC3)CC(=O)N2C2CC2)cc1OC (centres undefined)	3
CC(C)CC(C(=O)NC(C)c1ccccc1)N1C(=O)c2ccccc2C1=O (centres undefined)	6
CCCCSc1nc(O)c(C2OC(=O)c3c2ccc(OC)c3OC)c(=O)n1C (centres undefined)	3
O=C(c1ccc(COc2ccc(F)cc2)o1)n1cccn1	-2
C=CCOc1ccc(C(C2=C(O)CC(C)(C)CC2=O)C2C(=O)CC(C)(C)CC2=O)cc1 (centres undefined)	-1
N#Cc1ccsc1NC(=O)COc1ccc(-c2nnco2)cc1	-52
Cc1c(C#N)sc2nc(-c3ccccc3)nc(N3CCCC3)c12	-5
CCOc1ccccc1NC(=O)CSc1nc2c([nH]c3ccccc32)c(=O)n1-c1ccc(F)cc1	-9
COc1ccc(S(=O)(=O)N2CCc3ccccc3C2)cc1OC	-19
O=C1C2CCCCC2C(=O)N1c1ccc(N2CC=C(c3ccccc3)CC2)c([N+](=O)[O-])c1 (centres undefined)	0
COCCSc1ccccc1C(=O)NCc1ccco1	1
CCCN1C2=C(C(=O)CC(C)(C)C2)C(c2ccc(O)cc2)C2=C1CC(C)(C)CC2=O	1
O=C(c1cc(-c2cccnc2)nc2ccccc12)N1CCCC1	-4
CCOc1ccc(N(CC(=O)Nc2ccccc2)S(C)(=O)=O)cc1	-13&-8
Cc1cc(C)n(C(=O)Cn2nc(C(F)F)cc2C)n1	1
C=CCOC(=O)C1=C(C)Nc2nc3ccccc3n2C1c1ccc(Br)cc1 (centres undefined)	-8
CCOC(=O)c1ccc(NC(=O)CCc2nc(-c3cccc(C)c3)no2)cc1	-5
CCCCOc1cccc(C(=O)Nc2cccc(C)n2)c1	-3
O=C(Cn1cnc2sc3c(c2c1=O)CCCC3)NCC(=O)Nc1ccc2c(c1)OCO2	-7
CCSc1nc2c(c(=O)[nH]1)C(c1cc(OC)c(OC)c(OC)c1)C1=C(CCCC1=O)N2 (centres undefined)	1
COc1ccc(-c2cn3c(C)c(C(=O)Nc4cccc(NC(C)=O)c4)sc3n2)cc1	2
CC(=O)N1CCc2cc(S(=O)(=O)NCCC(=O)Nc3ccc(Br)cc3C)ccc21	-5
CCOC(=O)N1CCC(NC(=O)c2cc(C(=O)Nc3ccc(F)cc3F)ccc2CO)CC1	3
CCN1C(=O)c2ccc(-c3nc4ccccc4c(=O)o3)cc2C1=O	2
COc1ccc(C(=O)n2cnc3cc(C)c(C)cc32)cc1	-2
COCCNC(=O)c1cc2c(=O)n3cccc(C)c3nc2n(Cc2ccncc2)c1=N	-2
CC(=O)Nc1ccc(-c2csc(N)n2)cc1	-2
CC1=NN(C(=O)c2ccc(Cl)cc2)C(C)(C)C1	49*
CCOC(=O)C1CCN(C(=O)COc2cccc(C)c2)CC1	1
CN(CCCNC(=O)c1ccc(N2CCCC2=O)cc1)c1ccccc1	-4&-1
Cc1nnc(NC(=O)C2CCCN(S(=O)(=O)Cc3ccccc3)C2)s1 (centres undefined)	-4
O=C(O)c1ccc(C2Nc3ccccc3-c3nnc(SCc4ccccc4)nc3O2)cc1 (centres undefined)	-22
COc1ccc([N+](=O)[O-])cc1NC(=O)C1c2ccccc2C(=O)N2CCc3ccccc3C12 (centres undefined)	-9
CCOCCOC(=O)C1=C(C)N(CC)C(=O)NC1c1ccc([N+](=O)[O-])cc1 (centres undefined)	-2
O=C(NCCN1CCc2ccccc2C1)C1CC(=O)N(C2CCCC2)C1 (centres undefined)	1&-3
C=CCOC(=O)C1=C(C)N=C2SCCC(=O)N2C1c1ccc(OCc2ccccc2)c(OC)c1 (centres undefined)	-14
CC(NC(=O)c1ccccc1F)c1ccccc1 (centres undefined)	-9
CCN(CC)S(=O)(=O)c1ccc(C(=O)Nc2sc3c(c2C(N)=O)CCN(C(C)C)C3)cc1	-28
CS(=O)(=O)N1CCC(C(=O)Nc2ccc(Br)cc2F)CC1	2
O=C(Nc1ccc2c(c1)Cc1ccccc1-2)c1cc([N+](=O)[O-])ccc1Br	-8
CCOC(=O)C1C(c2ccc(C)o2)NC(=O)NC1(O)C(F)(F)F (centres undefined)	-5
COC(=O)C1=C(C)NC2=C(C(=O)CCC2)C1c1ccc(OC)c(OC)c1 (centres undefined)	0
CCOc1ccc(NC(=O)c2ccc(F)c(S(=O)(=O)N3CCCCC3C)c2)cc1 (centres undefined)	-26
COc1ccc2oc(=O)c(-c3csc(CC#N)n3)cc2c1	-18
CCCOc1cc(C)c(S(=O)(=O)n2ccc(C)n2)cc1C	-3
O=C(Oc1ccc2ccccc2c1)c1ccc(F)cc1	-3
CCn1cc(C(=O)N2CCN(c3ccc(F)cc3)CC2)c(=O)c2cc(S(=O)(=O)N(C)C3CCCCC3)ccc21	-2
CCCOC(=O)COc1ccc2c(=O)c(Oc3cc(C)c(Cl)c(C)c3)coc2c1	2
CN(C(=O)c1cc2c(=O)oc3ccccc3c2s1)c1ccc(Br)cc1	0
COc1ccc(NC(=O)N[C@@H](CCSC)C(=O)O)cc1Cl	-2
COC(=O)c1ccccc1NC(=O)CNC(=O)Cn1cnc2ccccc2c1=O	1
CCOc1ccc(-n2nc3cc(C)c(NC(=O)CC)cc3n2)cc1	9
COCCNC(=O)Cn1cnc2sc(C)c(S(=O)(=O)N3CCC(C)CC3)c2c1=O	5
Cc1ccc(-n2c(SCC(N)=O)nc3c([nH]c4ccccc43)c2=O)cc1	-8
c1ccc(-c2nc(NCc3ccco3)c3ccccc3n2)nc1	-13
Brc1cc2[nH]cnc2c2ccccc12	-17
Other records:
SMILES	14-3-3g Raf
O=C(c1ccc(Br)cc1)N1CCN(c2cccc(Cl)c2)CC1	-2
O=c1c2c(nc3nc(COc4ccccc4)[nH]n13)CCC2	-6
CCOC(=O)c1c(C)oc2ccc(NS(=O)(=O)c3cccs3)cc12	-24
O=C(C1CCCN(S(=O)(=O)c2ccccc2[N+](=O)[O-])C1)N1CCCC1 (centres undefined)	10
Cc1ccn2c(Nc3ccc4c(c3)OCCO4)c(-c3ccc(N(C)C)cc3)nc2c1	-19
CN(CC(=O)Nc1ccc2c(c1)OCO2)S(=O)(=O)c1cccs1	-15
CC(=O)N1CCN=C1SCc1c(F)cccc1Cl	6
O=C1CC(N2CCC(c3nc4ccccc4[nH]3)CC2)C(=O)N1Cc1ccccc1 (centres undefined)	-6
CCOC(=O)C1=C(C)N(C)C(C)=C(C(=O)OCC)C1c1cccc(F)c1	-6
Cc1ccc(S(=O)(=O)N2CCC(C(=O)N3CCC(C(=O)NC(C)C)CC3)CC2)cc1	-3
O=C(Nc1ncc(Cc2ccccc2Cl)s1)c1cccc2ccccc12	-13
Cc1csc(N(C)C(=O)CSc2nnc(COc3ccccc3C)o2)n1	0
CNC(=O)CSc1nnc(-c2ccco2)n1-c1ccccc1OC	2
Cc1ccc2nc(-c3ccc(NC(=O)COc4ccccc4[N+](=O)[O-])cc3)sc2c1	-20
c1ccc2c(c1)OCC(c1nn3c(Cn4nnc5ccccc54)nnc3s1)O2 (centres undefined)	-5
O=C1CC(c2ccc3c(c2)OCO3)c2c(ccc3ccccc23)N1 (centres undefined)	4
O=C(NCc1ccc(Cl)cc1)C1CCC(CNS(=O)(=O)c2ccc(Cl)cc2)CC1 (centres undefined)	6
Cc1cc(C(=O)CSc2nnnn2-c2ccc(O)cc2)c(C)n1Cc1ccc2c(c1)OCO2	-11
Cc1ccc2c(c1C)NC(c1ccc([N+](=O)[O-])cc1)C1CC=CC21 (centres undefined)	-22
CCC(=O)N1CCc2cc(Br)cc(S(=O)(=O)NCC3CCCO3)c21 (centres undefined)	0
COC(=O)c1ccc(C)c(NC(=O)C2COc3ccccc3O2)c1 (centres undefined)	-8
c1csc(C2=NN3C(C2)c2ccccc2OC3c2ccc3c(c2)OCO3)c1 (centres undefined)	-2
Cc1occc1-c1nnc(SCC(=O)c2ccc(Cl)cc2)n1CC1CCCO1 (centres undefined)	-4
COC(=O)C(C(=O)OC)C(I)(C(=O)OC)C(=O)OC	-10
O=C(CSc1nnc(COc2ccccc2)o1)Nc1cc(C(F)(F)F)ccc1Cl	-3
COC(=O)C(C)NC(=O)C(C)NC(=O)OCc1ccccc1 (centres undefined)	-1
COc1ccc(-c2cc(C(=O)Nc3c(C)nn(Cc4ccccc4)c3C)no2)cc1	-6&-2
Cc1ccc(C2/C(=C(\O)c3ccc(Br)cc3)C(=O)C(=O)N2CCN2CCOCC2)cc1 (centres undefined)	-7
CCOC(=O)c1[nH]c2ccc(OC)cc2c1NC(C)=O	-13
Cc1ccc(C)c(N=c2oc3ccc([N+](=O)[O-])cc3cc2C(=O)Nc2nccs2)c1	6
Cc1ccc(-c2noc(C3CCN(S(=O)(=O)c4ccc5c(c4)OCCO5)CC3)n2)o1	-10
Cn1nc(-c2ccc(C(=O)N3CCN(c4ccccc4)CC3)cc2)c2ccccc2c1=O	-4
CC1CCCN(C(=O)Cn2nnc(-c3cccnc3)n2)C1 (centres undefined)	9
Cc1cc(C)c2c3c(sc2n1)C1(CCSCC1)C(C#N)=C(N)O3	-9
CCOCCCN1CN(CCc2ccccc2)CNC1=S	1
CCOC(=O)c1ccc(N=C2SC(C(=O)Nc3ccc(OC(F)(F)Cl)cc3)CC(=O)N2C)cc1 (centres undefined)	-22
Cc1ccc(S(=O)(=O)N(C)CC(=O)NC2CCCC2)cc1	-9
CCc1ccccc1N(C)S(=O)(=O)c1ccc2[nH]cc(C(=O)NCCc3ccccc3)c(=O)c2c1	-2
CC12CC(NC(=O)N1c1cccc(F)c1)c1cc(Br)ccc1O2 (centres undefined)	-4
O=C(Oc1ccc(OC(=O)c2cccnc2)cc1)c1cccnc1	-29
CC(=O)c1cc2c(cc1Nc1ccc3nonc3c1[N+](=O)[O-])OCO2	5
O=C(Nc1nc(-c2cccc([N+](=O)[O-])c2)cs1)c1ccc(S(=O)(=O)N2CCCc3ccccc32)cc1	-14
Cc1ccc(C)n1-c1ccc(-c2nnco2)cc1	-10
COc1cccc(C(c2cc(C(C)(C)C)c(O)c(C(C)(C)C)c2)N2CCOCC2)c1OC (centres undefined)	-10
CCCCS(=O)(=O)NC1=NCN(Cc2ccccc2)CN1	-12
Cn1c(/C=C/N2CCOCC2)c(C(=O)c2ccc(Br)cc2)c(=O)n(C)c1=O	0
O=C(Nc1ccc2c(c1)OCO2)c1ccc(S(=O)(=O)NCC2CCCO2)cc1 (centres undefined)	-6
CC(C)NC(=O)CN(c1cccc(Br)c1)S(C)(=O)=O	-3
CC(C)(NC(=O)N1CCCC1)c1cccc(C(C)(C)NC(=O)N2CCCC2)c1	-17
CCOC(=O)c1c(C)oc2ccc(OC(=O)c3ccc(Br)cc3)cc12	-1
Nc1ccc(-c2nc(-c3ccccc3)c3cc(N)ccc3n2)cc1	-4
Cc1nc2sc(C(c3ccco3)N3CC(C)OC(C)C3)c(O)n2n1 (centres undefined)	-4&-15
CCCN(CCC)Cc1c(C)[nH]c2c(C)c(C)ccc2c1=O	-3
COc1ccc(C=Nc2ccc3oc(-c4cccc(F)c4)nc3c2)cc1Cl	-15
O=C(CSc1nnc(-c2cccs2)n1Cc1ccco1)Nc1ccc2c(c1)OCO2	4
COc1cc2c(cc1OC)C(COc1ccc3c(C)cc(=O)oc3c1)N(C(=O)c1cccc([N+](=O)[O-])c1)CC2 (centres undefined)	-5
c1ccc(CCn2nnnc2C(c2cccnc2)N2CCN(c3nc4ccccc4s3)CC2)cc1 (centres undefined)	3
CC(=O)c1ccc(C(=O)Nc2ccc(-c3ccc(NC(=O)c4ccc(C(C)=O)cc4)c(C)c3)cc2C)cc1	-16
Oc1sc(-c2ccccc2)cc1C=Nc1ccc(Cl)cc1	-4
Cc1ccc(-n2nc3c([n+]2[O-])CCc2nonc2-3)cc1	-8
OCCCNc1ncnc2c1c(-c1ccccc1)cn2-c1ccccc1	-11
COC(=O)CC(=O)Cc1nc(N)nc(Nc2ccc(C)c(C)c2)n1	-7
CCc1ccc2oc(-c3cccc(NC(=O)c4ccccc4Br)c3)nc2c1	-5

Molecules above containing an aryl methoxy group (17):
SMILES	14-3-3g Raf
CCOc1ccc(C2C(=O)N(C3CCCCCC3)CC(=O)N2C2CC2)cc1OC (centres undefined)	3
CCCCSc1nc(O)c(C2OC(=O)c3c2ccc(OC)c3OC)c(=O)n1C (centres undefined)	3
COc1ccc(S(=O)(=O)N2CCc3ccccc3C2)cc1OC	-19
CCSc1nc2c(c(=O)[nH]1)C(c1cc(OC)c(OC)c(OC)c1)C1=C(CCCC1=O)N2 (centres undefined)	1
COc1ccc(-c2cn3c(C)c(C(=O)Nc4cccc(NC(C)=O)c4)sc3n2)cc1	2
COc1ccc(C(=O)n2cnc3cc(C)c(C)cc32)cc1	-2
COc1ccc([N+](=O)[O-])cc1NC(=O)C1c2ccccc2C(=O)N2CCc3ccccc3C12 (centres undefined)	-9
C=CCOC(=O)C1=C(C)N=C2SCCC(=O)N2C1c1ccc(OCc2ccccc2)c(OC)c1 (centres undefined)	-14
COC(=O)C1=C(C)NC2=C(C(=O)CCC2)C1c1ccc(OC)c(OC)c1 (centres undefined)	0
COc1ccc2oc(=O)c(-c3csc(CC#N)n3)cc2c1	-18
COc1ccc(NC(=O)N[C@@H](CCSC)C(=O)O)cc1Cl	-2
CNC(=O)CSc1nnc(-c2ccco2)n1-c1ccccc1OC	2
COc1ccc(-c2cc(C(=O)Nc3c(C)nn(Cc4ccccc4)c3C)no2)cc1	-6&-2
CCOC(=O)c1[nH]c2ccc(OC)cc2c1NC(C)=O	-13
COc1cccc(C(c2cc(C(C)(C)C)c(O)c(C(C)(C)C)c2)N2CCOCC2)c1OC (centres undefined)	-10
COc1ccc(C=Nc2ccc3oc(-c4cccc(F)c4)nc3c2)cc1Cl	-15
COc1cc2c(cc1OC)C(COc1ccc3c(C)cc(=O)oc3c1)N(C(=O)c1cccc([N+](=O)[O-])c1)CC2 (centres undefined)	-5
